Screening results: PubChem, National Center for Advancing Translational Sciences (NCATS)
TRHR PAM: allosteric enhancers of human TRH receptor; AID 493056; TRHR cells, fluo-8 calcium fluorescence, EC20 TRH enhancement; enhancement, % at 2 µM; 360,000 compounds, 0.66% hits; P34981; in the data active = enhancement above about 30%; note: 0% is about no effect
Target sequence (P34981 whole entry, looked up): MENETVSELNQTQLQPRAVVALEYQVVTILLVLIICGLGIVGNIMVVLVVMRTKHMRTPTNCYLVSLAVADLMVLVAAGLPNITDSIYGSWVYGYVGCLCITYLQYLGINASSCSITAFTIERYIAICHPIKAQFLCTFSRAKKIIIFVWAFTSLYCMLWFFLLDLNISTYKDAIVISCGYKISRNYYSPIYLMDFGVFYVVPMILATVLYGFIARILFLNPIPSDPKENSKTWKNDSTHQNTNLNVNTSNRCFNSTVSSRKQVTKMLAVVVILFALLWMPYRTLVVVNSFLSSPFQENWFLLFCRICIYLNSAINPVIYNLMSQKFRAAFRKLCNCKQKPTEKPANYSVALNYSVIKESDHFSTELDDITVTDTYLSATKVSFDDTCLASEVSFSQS
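Enhancer read-out: after compound pinning and an initial kinetic agonist-mode read, an EC20 of TRH (10 nM final) was injected and fluo-8 calcium signal (Ex 480/Em 530) followed at 1 s/cycle for 100 cycles in TRHR-expressing cells.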
D1 antagonist: blocks dopamine activation of the human D1 receptor; P21728; HEK293 TREx D1 cells, calcium flux, dopamine EC80; active compounds read low; activity change, negative = inhibition, % at 10 µM; 360,000 compounds, 3.2% hits; in the data active = activity change below about -30%; note: % is set by controls: 0 for no effect and ±100 for the full control effect
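HEK293 T-REx cells expressing inducible, force-coupled D1 receptor; no-wash Ca dye, 30–90 min RT. Cmpd → 180 s read at 1 Hz → EC80 DA → 180 s read.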
D2 PAM: positive allosteric modulators of human D2 dopamine receptor; P14416; AID 485347; potentiation, % at 10 µM; 340,000 compounds, 0.34% hits; HEK293 T-REx D2, calcium flux, EC20 dopamine potentiation;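 active = potentiation over 3 SD above the plate norm, cut at about 30% in these data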; note: 0% is about no effect
Target sequence (P14416 whole entry, looked up): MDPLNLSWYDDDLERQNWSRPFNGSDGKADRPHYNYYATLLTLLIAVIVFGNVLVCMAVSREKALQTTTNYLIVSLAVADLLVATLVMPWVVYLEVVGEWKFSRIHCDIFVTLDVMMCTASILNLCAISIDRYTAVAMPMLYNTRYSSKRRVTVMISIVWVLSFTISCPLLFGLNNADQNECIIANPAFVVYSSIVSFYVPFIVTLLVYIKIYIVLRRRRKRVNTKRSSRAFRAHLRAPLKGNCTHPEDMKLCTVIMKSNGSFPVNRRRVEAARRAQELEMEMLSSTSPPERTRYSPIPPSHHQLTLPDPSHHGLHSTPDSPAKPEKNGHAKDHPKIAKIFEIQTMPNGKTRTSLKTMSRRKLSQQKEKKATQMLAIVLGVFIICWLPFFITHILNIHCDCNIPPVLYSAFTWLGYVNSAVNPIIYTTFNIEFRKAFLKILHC
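Potentiation of an EC20 dopamine calcium response measured kinetically over 180 s, after a preceding 180 s compound-only read flagging agonists. Cells: inducible Hek293 Trex D2 line, 4000/well, cultured overnight at 30 C before dye loading.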
D1 agonist: human D1 receptor agonism. activation, % at 2 µM. HEK293 T-REx D1 cells, calcium flux, agonist mode. 360,000 compounds, 1% hits. P21728; in the data active = activation above about 30%; note: 0% is about no effect
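Tetracycline-induced HEK293 TREx D1 cells, force-coupled to calcium signalling, were dye-loaded with a no-wash calcium kit. Compound was pin-added after a 10 s baseline. Fluorescence was read kinetically at 1 cycle/s for 180 s, with calcium rises flagged as agonism.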
D1 PAM: enhances dopamine response at the human D1 receptor; P21728; HEK293 TREx D1 cells, calcium flux, dopamine EC20 potentiation; potentiation, % at 10 µM; 360,000 compounds, 0.036% hits; in the data active = potentiation above about 30%; note: 0% is about no effect
RXFP1 antag: blocks the human relaxin receptor RXFP1. Q9HBX9. HEK293-RXFP1, relaxin-stimulated cAMP HTRF, 30 min; active compounds read low. activity change, negative = inhibition, % at 57.5 µM. 350,000 compounds, 0.59% hits;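 active = activity change of -60% or lower, but not beyond a set lower limit; inconclusive = change between -60% and -40%, or beyond the set limit; inactive = change above -40%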; note: % is set by controls: 0 for no effect and ±100 for the full control effect
D2 agonist: agonists of human D2 dopamine receptor. P14416. 340,000 compounds, 0.53% hits. AID 485358. activation, % at 2 µM. HEK293 T-REx D2 cells, calcium flux agonist mode;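 active = activation over 3 SD above normal in the single-dose calcium agonist read, cut at about 30% in these data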; note: 0% is about no effect
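Tetracycline-induced HEK293 Trex cells with D2 receptor force-coupled to calcium signaling, plated overnight at 30 C and loaded with no-wash calcium dye. Calcium flux read kinetically for 180 s after compound addition; responses flag agonists.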
RXFP1 agonist: RXFP1 (human) receptor agonism; Q9HBX9; HEK293T-RXFP1 cAMP TR-FRET, 30 min; response scale: percent of porcine relaxin response, buffer zero; Potency, µM (series often up to 57.5 µM), without a hit: top-dose activation, usual class: activators; 370,000 compounds, 0.3% hits; AID 2676; active = well fitted activation curve with a large enough effect; inconclusive = small, poorly fitted or top-dose-only effect; note: potency is the fitted concentration of half-maximal effect; % is set by controls: 0 for no effect and ±100 for the full control effect; nearly all actives have a fitted effect of over 60% in size; many of its hits are not listed in these tables
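Agonist response is measured as cAMP accumulation in an RXFP1-transfected HEK293T line under PDE4 inhibition. Values are scaled between buffer-only and 29 nM porcine relaxin, and EC50s come from standard Hill equation fits.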
D2 antagonist: antagonists of human D2 dopamine receptor | P14416 | HEK293 TREx D2 cells, calcium flux, dopamine EC80 | inhibition, % at 10 µM | 340,000 compounds, 2% hits | AID 485344; in the data active = inhibition above about 30%; note: 0% is about no effect
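Cells plated overnight at 30 C with tetracycline; no-wash calcium dye, 30–90 min RT; 10 s baseline; compound pinned; 180 s read; EC80 dopamine added; another 180 s read.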
The depositor's hits bear a star; u = inconclusive; x = no result given. An excerpt; count on the stated rates, not on these rows.

Results follow in this order: TRHR PAM	D1 antagonist	D2 PAM	D1 agonist	D1 PAM	RXFP1 antag	D2 agonist	RXFP1 agonist	D2 antagonist
Cc1ccc(C(=O)NCC(=O)OCc2csc(-c3ccccc3)n2)cc1
    3	8	5	6	1	22	-1.5	2.0%	-2
CC(C)(C)OC(=O)N1CCC[C@H]1c1nnc(SCC(=O)Nc2ccc(Br)cc2)o1
    11	0	3	1	5	-17	2.0	-2.6%	16
O=C(NCc1cccs1)c1cc2c(s1)CCCC2
    -2	-20	-8	3	-5	-1	-1.3	3.4%	13
Oc1ccccc1/C=N/N1CCN(c2ccccn2)CC1
    -1	1	-4	4	6	-19	-0.1	6.0%	4
CC(C)(C)C(C(=O)n1cccc1C#N)c1ccccc1 (stereo not drawn)
    -10	-8	-1	2	-5	x	0.8	0.0%	-11
CC1CCCC(C)N1C(=S)SCC(=O)O (stereo not drawn)
    -5	1	-1	2	-2	6	1.6	1.1%	0
CS(=O)(=O)N1CCN(C(=O)C(Sc2ccccc2)c2ccccc2)CC1 (stereo not drawn)
    -10	-8	0	2	-2	17	0.1	0.0%	-1
Cn1c(/C=C/c2ccc(Cl)cc2Cl)c([N+](=O)[O-])c(=O)n(C)c1=O
    -1	8	11	4	-4	-4	0.7	0.5%	2
COc1ccccc1NS(=O)(=O)c1cc(NC(=O)Nc2cccc(C)c2)ccc1N1CCCCC1
    0	-3	7	1	-2	-20	-0.4	2.8%	-1
CCNc1nc(SCc2ccccc2)nc(N2CCOCC2)n1
    -7	-22	9	3	-2	-10	0.1	0.6%	-11
O=C(NC(NCC1CCCO1)C(Cl)(Cl)Cl)c1cccc2ccccc12 (stereo not drawn)
    -3	-7	-5	2	1	-10	0.0	-0.1%	5
CCC(=O)NC1CC2CCCC(C1)N2Cc1ccc(C)cc1 (stereo not drawn)
    -7	11	-30	1	-1	3	-0.2	-1.0%	93*
O=C(CSc1ncc(S(=O)(=O)c2ccccc2)c(=O)[nH]1)Nc1ccccc1Cl
    2	0	-7	1	5	-4	0.2	0.0%	1
Nc1ncnc2c1ncn2C1OC(COP(=O)(O)O)C(O)C1O (stereo not drawn)
    9	-4	x	26	-2	x	x	u	x
CC(C)N(C(=O)C(F)(F)F)C(C(=O)NC1CCCCC1)c1ccncc1 (stereo not drawn)
    -3	-5	-5	3	-6	9	-0.2	2.0%	-6
O=C(N/N=C/c1ccc(N2CCOCC2)s1)c1ccc(NS(=O)(=O)c2cccs2)cc1
    4	2	2	4	-4	-3	-1.9	0.7%	9
O=c1c(Cl)c(N2CCN(c3ccccc3)CC2)cnn1C12CC3CC(CC(C3)C1)C2
    -4	1	-1	0	0	-4	3.4	-1.6%	11
CCCN(CCC)CCCNC(=O)C1c2cc(OC)c(OC)cc2C(=O)N(C)C1c1cccnc1 (stereo not drawn)
    1	-5	x	2	-1	-11	0.1	-3.4%	0
CCOC(=O)C1(S(=O)(=O)c2ccccc2)CCN(Cc2ccccc2)CC1
    6	3	15	-1	0	23	0.2	-1.2%	-6
CCCn1c(CN2CCN(C(=O)c3ccco3)CC2)nc2cc(S(=O)(=O)N(C)C)ccc21
    7	2	-1	1	-4	-15	-0.8	-1.0%	-11

In another format: 2 of the compounds above.
smiles,TRHR PAM,D1 antagonist,D2 PAM,D1 agonist,D1 PAM,RXFP1 antag,D2 agonist,RXFP1 agonist,D2 antagonist
O=C(CSc1ncc(S(=O)(=O)c2ccccc2)c(=O)[nH]1)Nc1ccccc1Cl,2,0,-7,1,5,-4,0.2,0.0%,1
Nc1ncnc2c1ncn2C1OC(COP(=O)(O)O)C(O)C1O (stereo not drawn),9,-4,x,26,-2,x,x,u,x

The list continues:
Results follow in this order: TRHR PAM	D1 antagonist	D2 PAM	D1 agonist	D1 PAM	RXFP1 antag	D2 agonist	RXFP1 agonist	D2 antagonist
O=C1[C@@H]2Cc3c([nH]c4ccccc34)C(c3cccc(Br)c3)N2C(=O)CN1C1CCN(Cc2ccccc2)CC1 (stereo partly drawn)
    16	-3	-8	5	5	-16	-0.4	0.2%	22
COC(CNC(=O)CN1CCN(Cc2ccc(F)cc2Cl)C1=O)OC
    13	5	-9	2	4	11	0.5	0.0%	-8
CCCc1cc(=O)oc2cc(OCC(=O)N3CCN(C(=O)C4COc5ccccc5O4)CC3)ccc12 (stereo not drawn)
    8	-9	12	1	7	-17	-0.9	0.0%	1
CCCNC(=S)N(Cc1ccccc1)Cc1nc2ccccc2c(=O)[nH]1
    -8	0	-4	0	-8	x	-0.6	0.4%	-12
COc1ccc(C(=O)N2CCCC(c3nc(-c4cc(OC)c(OC)c(OC)c4)no3)C2)cc1 (stereo not drawn)
    -6	-9	-4	2	-4	-25	-0.1	2.9%	-6
CCOC(=O)c1cc2cc([N+](=O)[O-])cc(OC)c2oc1=O
    -4	6	x	2	1	3	x	-0.3%	x
CCOC(=O)C1=C(C)OC(N)=C(C(=O)OCC)C1c1cccnc1 (stereo not drawn)
    1	-33*	11	-1	-7	16	-1.1	-0.3%	29
Cc1cccc(C(=O)OCc2cc(=O)n3ccsc3n2)c1
    -3	-8	-10	0	-4	x	-0.2	3.2%	x
Cc1c(NC(=O)CCC(=O)N2CCOCC2)c(=O)n(-c2ccccc2)n1C
    1	-9	3	5	-7	5	0.7	1.3%	3
C=CCn1c(SCC(=O)c2ccccc2)nnc1-c1ccc2c(c1)OCO2
    -2	0	12	1	-6	x	0.3	0.7%	-11
O=C(CC(C(=O)N1CCc2ccccc21)n1ccnc1)NCc1ccccc1 (stereo not drawn)
    -3	11	-6	-1	-2	7	-0.5	-0.2%	-3
Cc1nnc(-c2cnn(C)c2N)n1Cc1ccccc1F
    -2	-7	6	-2	-1	1	0.6	2.2%	-26
CCN1C(=O)/C(=C/c2ccc(N3CCCC3)cc2)NC1=S
    18	-52*	-17	242*	10	-24	59*	5.1%	8
CCc1ccc(Oc2ncnc(N)c2[N+](=O)[O-])cc1
    -3	-14	2	1	-4	8	-0.3	2.1%	10
CC(=C/c1ccco1)/C=N/NC(=O)Cc1cccn1C
    0	-8	-6	3	-3	-40	-0.8	-1.0%	-3
Cc1ccc(/C=N/Nc2cccc(C(=O)O)c2)s1
    6	7	3	1	-3	14	0.1	-0.1%	4
CCOc1ccc(C2=Nn3c(nnc3-c3ccccc3)SC2)cc1Cl
    -7	-2	-6	2	-3	4	0.1	3.8%	3
COc1ccccc1C(=O)N/C(=C/c1ccc(Br)cc1)C(=O)N1CCCC1
    -7	12	21	2	2	-16	-0.5	-1.3%	10
Cc1cccc(OC(C)C(=O)N2CCCN(C)CC2)c1C (stereo not drawn)
    -8	10	4	3	2	-3	0.3	-4.3%	-8
CCCc1cc(=O)[nH]c(Nc2ccc(Cl)cc2)n1
    6	-3	-11	5	0	-19	0.1	0.7%	-8
Cc1ccc2nc(NC(=O)CCn3c(=O)sc4ccccc43)sc2c1
    2	-9	-15	3	15	7	0.6	-0.3%	-1
COc1cccc(C(=O)NCC(=O)N/N=C/c2cccs2)c1
    4	-3	-7	0	-7	-1	0.6	-0.2%	1
NC(Cc1ccc(Oc2ccc(O)cc2)cc1)C(=O)O (stereo not drawn)
    6	16	-2	-1	-4	x	-1.9	2.6%	6
COc1ccc(C(=O)c2ccc(OC)c3cccc(O)c23)cc1OC
    -3	2	13	4	-1	-2	0.2	-1.1%	-9
CCN(CC)CCNC(=O)Cn1nc(Cc2ccccc2)c2ccccc2c1=O
    -7	6	-7	2	1	-2	0.0	1.4%	-2
NC(=O)C1CCN(C(=O)c2ccc(C(F)(F)F)cc2)CC1
    -5	-1	10	3	4	9	-0.6	2.6%	10
CCOC(=O)N1CCN(S(=O)(=O)c2ccc(F)c(C(=O)Nc3cccc(Cl)c3C)c2)CC1
    2	-13	8	7	-10	x	-1.1	3.9%	-13
CC(=O)N1CCCC1c1nc2ccccc2n1Cc1cccc(Cl)c1 (stereo not drawn)
    0	-33*	1	3	6	x	-0.2	0.9%	x
CC(C)(C)c1csc(NC(=O)c2c(F)c(F)c(F)c(F)c2F)n1
    0	1	3	6	-9	-24	-0.8	-3.4%	6
CC(=O)N(CN1C(=O)c2ccccc2C1=O)c1cccc(C)c1
    -6	4	-5	4	10	4	-1.6	3.1%	3

Single records, from the list above. Order of screens: TRHR PAM, D1 antagonist, D2 PAM, D1 agonist, D1 PAM, RXFP1 antag, D2 agonist, RXFP1 agonist, D2 antagonist
Cc1ccc2nc(NC(=O)CCn3c(=O)sc4ccccc43)sc2c1 as listed: 2, -9, -15, 3, 15, 7, 0.6, -0.3%, -1
CCOC(=O)N1CCN(S(=O)(=O)c2ccc(F)c(C(=O)Nc3cccc(Cl)c3C)c2)CC1 as listed: 2, -13, 8, 7, -10, x, -1.1, 3.9%, -13

Other records:
Results follow in this order: TRHR PAM	D1 antagonist	D2 PAM	D1 agonist	D1 PAM	RXFP1 antag	D2 agonist	RXFP1 agonist	D2 antagonist
COc1cc(OC)cc(C2=NC3(CCC(C)CC3)NC2=S)c1 (stereo not drawn)
    0	-19	-2	5	-8	-108*	-0.9	1.5%	4
Cc1cc(/C=C2/C(=O)NN(c3ccccc3)C2=O)c(C)n1-c1ccc(O)cc1
    -4	6	-1	2	-4	-11	0.4	-0.2%	-1
COc1ccc(CNCC(O)(c2ccccc2)c2ccc(Cl)cc2)cc1 (stereo not drawn)
    5	-21	-16	17	-2	-21	-0.5	1.5%	-9
Cc1ccccc1NC(=O)CSc1nnc(NC(=O)c2ccco2)s1
    -2	5	x	3	5	-4	x	-2.2%	x
COc1ccc(CNC(=O)[C@H](C)NC(=O)C2CCN(C(=O)[C@@H](N)CCSC)CC2)cc1
    -10	-17	18	2	3	x	0.2	-0.1%	3
CC(=O)Nc1ccccc1NC(=O)c1ccccc1-c1ccccc1
    -3	-22	x	5	1	11	x	-1.0%	x
Cc1ccc(-n2c(C)cc(C)c(C#N)c2=O)cc1C
    -10	7	-2	3	0	5	0.5	-0.4%	-3
Cc1c2cnn(CC(=O)Nc3c(F)c(F)cc(F)c3F)c(=O)c2c(C)n1Cc1ccc(F)cc1
    -6	4	0	3	3	x	4.2	2.9%	7
CSc1nncc(/C(C)=N\Nc2ccccc2C)n1
    0	-5	1	-1	-2	-9	-1.6	1.4%	3
COc1ccc(C2C(CN3CCOCC3)C(=O)N2c2ccccc2)cc1 (stereo not drawn)
    -6	5	-1	2	-6	2	0.2	-0.3%	5
Cc1ccc(N2C(=O)[C@@H]3[C@H](C2=O)C2CCCN2[C@@H]3C(=O)c2ccccc2)cc1 (stereo partly drawn)
    0	-14	8	16	6	4	-0.6	1.0%	7
O=C(Nc1ccc2oc(-c3ccc4ccccc4c3)nc2c1)c1cccc(Cl)c1Cl
    1	-14	x	3	-3	-5	1.1	3.0%	x
CNC(C)c1ccc(S(N)(=O)=O)cc1 (stereo not drawn)
    8	5	-5	1	-1	-4	0.8	1.6%	-4
